ARFGAP1 inhibitor: inhibitors of rat ARFGAP1 GAP activity, primary screen, biochemical, fluorescence polarization, GDP tracer | ADP-ribosylation factor GTPase-activating protein 1 (Rattus norvegicus), Q62848 | Arfgap1-stimulated ARF1 GTP hydrolysis, GDP FP detection | inhibition, % at 16.5 µM | 360,000 compounds, 0.26% hits;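 active = inhibition above a per-plate limit, mean inhibition of low control wells plus 3 SD, cut at about 25% in these data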;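 also: 0% = DMSO wells with enzyme and 100% = wells lacking Arfgap1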
Target sequence (Q62848 1-136 limits assumed): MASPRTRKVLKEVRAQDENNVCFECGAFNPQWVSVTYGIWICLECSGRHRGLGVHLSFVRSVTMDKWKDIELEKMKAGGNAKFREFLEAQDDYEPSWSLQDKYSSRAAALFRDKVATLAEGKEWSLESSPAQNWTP
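material = rat Arfgap1 catalytic domain, aa 1-136 | also added = human ARF1(Δ1-17)-GTP substrate | compound dosing = one concentration, 16.5 µM, DMSO 1.26% | times = GTP hydrolysis reaction 2 h at 25 °C | measured by = FP, GDP Alexa 633 tracer displaced from anti-GDP antibody, 620/688 nm | evaluation = percent inhibition of Arfgap1-stimulated GTP hydrolysis | replication = single well per compound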
HTRA1 inhibitor: HTRA1 serine protease inhibitors, primary screen, biochemical, fluorescence polarization, HTS. Q92743. recombinant HTRA1, FP-rhodamine activity-based probe. inhibition, % at 5.96 µM. 340,000 compounds, 0.5% hits. AID 504803, 2011; in the data active = inhibition above about 36%;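 also: 0% = enzyme with DMSO and 100% = wells lacking enzyme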
Target sequence (Q92743 whole entry, looked up): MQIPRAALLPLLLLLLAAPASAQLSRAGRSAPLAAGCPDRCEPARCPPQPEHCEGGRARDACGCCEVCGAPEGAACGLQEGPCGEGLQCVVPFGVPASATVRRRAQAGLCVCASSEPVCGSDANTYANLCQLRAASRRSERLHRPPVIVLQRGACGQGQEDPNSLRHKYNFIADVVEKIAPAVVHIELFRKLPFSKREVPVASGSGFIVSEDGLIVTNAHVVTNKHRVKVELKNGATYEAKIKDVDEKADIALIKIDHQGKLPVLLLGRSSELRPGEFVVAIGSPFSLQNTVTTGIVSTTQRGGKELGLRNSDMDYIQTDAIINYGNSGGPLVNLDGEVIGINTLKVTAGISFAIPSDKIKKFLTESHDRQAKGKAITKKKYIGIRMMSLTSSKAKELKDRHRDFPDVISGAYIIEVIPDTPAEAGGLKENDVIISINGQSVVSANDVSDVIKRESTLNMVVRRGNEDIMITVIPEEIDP
NR1D1 modulator: modulators of Rev-erb alpha DNA binding, primary screen, biochemical, FITC-DNA, fluorescence polarization, uHTS; 370,000 compounds, 0.79% hits; Nuclear receptor subfamily 1 group D member 1 (Homo sapiens), P20393; activity, % at 10 µM; Rev-erbα–FITC-DNA binding, 90 min; AID 1259318, 2017;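 active = activity above about 14%, limit read from the data; passing the limit was not always enough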;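 also: 0% = DMSO wells with 35 nM protein and 100% = DMSO wells with 750 nM protein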
PG9 Ab binder: binders of HIV-1 gp120 antibody PG9, primary screen, biochemical, TR-FRET. HIV-1 gp120 / PG9 antibody interaction. TR-FRET gp120-PG9 antibody binding. inhibition, % at 6.7 µM. 360,000 compounds, 0.43% hits. AID 624416, 2012; in the data active = inhibition above about 8.5%
ABHD4 inh: ABHD4 inhibitors, primary screen, biochemical, fluorescence polarization, mouse; purified mABHD4, FP-Rh probe fluorescence polarization; (Lyso)-N-acylphosphatidylethanolamine lipase (Mus musculus), Q8VD66; inhibition, % at 8.92 µM; 370,000 compounds, 0.54% hits;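 active = inhibition exceeding the mean over every tested compound plus 3 SD, cut at about 30% in these data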;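 also: 0% = plate median of compound wells and 100% = S159A mutant with DMSO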
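Material: mouse ABHD4 enzyme, wild type; Benchmarks: S159A mutant high control, sample median low control; Buffer or medium: HEPES pH 7.0, NaCl, Pluronic buffer; Signal: fluorescence polarization; Read-out: percent inhibition of probe binding, normalized to plate controls; Timing: pre-incubation 45 min, probe exposure 60 min, at 25 °C; Dosing: 8.92 µM, single dose.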
SMARCA2 act: SMARCA2 (BRM) function activators, primary screen, cell-based, luminescence, high throughput. MG213 cells, MMTV-luciferase reporter, dexamethasone, overnight. activation, % at 9.1 µM. 370,000 compounds, 1% hits; in the data active = activation above about 7.8%;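 also: 0% = vehicle wells and 100% = reference activator wells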
ASAP1 inh: inhibitors of human ASAP1 ArfGAP activity, primary screen, biochemical, fluorescence polarization; Arf-GAP with SH3 domain, ANK repeat and PH domain-containing protein 1 (Homo sapiens), …; ASAP1-stimulated ARF1 GTP hydrolysis, GDP FP detection; inhibition, % at 16.5 µM; 360,000 compounds, 0.19% hits; AID 624377, 2012; in the data active = inhibition above about 25%;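 also: 0% = vehicle with enzyme and substrate and 100% = no enzyme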
Target sequence (Q9ULH1 325-724 limits assumed): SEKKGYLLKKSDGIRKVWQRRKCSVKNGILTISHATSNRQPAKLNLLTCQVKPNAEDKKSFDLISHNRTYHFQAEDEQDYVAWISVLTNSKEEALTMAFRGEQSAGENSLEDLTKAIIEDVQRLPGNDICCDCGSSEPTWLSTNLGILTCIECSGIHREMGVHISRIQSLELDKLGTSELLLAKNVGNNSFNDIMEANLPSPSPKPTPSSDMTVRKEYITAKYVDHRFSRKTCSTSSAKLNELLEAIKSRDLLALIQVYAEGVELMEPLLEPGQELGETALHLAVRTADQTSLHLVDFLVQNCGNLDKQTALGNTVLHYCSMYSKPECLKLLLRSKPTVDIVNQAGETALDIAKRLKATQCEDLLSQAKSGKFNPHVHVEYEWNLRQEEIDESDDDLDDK
NPR2 activator: human GC-B receptor activators, primary screen, HEK293 GC-B cells, cGMP TR-FRET, EC30 CNP | Atrial natriuretic peptide receptor 2 (Homo sapiens), P20594 | 0% at EC30 CNP, 100% saturating CNP | activation, % at 10 µM | 370,000 compounds, 0.11% hits | AID 1920062, 2024;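 active = activation at 10 µM reaching about 35% in either raw or pattern-adjusted values, limit read from the data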
GC-A act: GC-A stimulated cGMP production enhancers – HEK293 GC-A cells, cGMP TR-FRET, EC30 ANP, primary screen; 370,000 compounds, 0.14% hits; activation, % at 10 µM; Atrial natriuretic peptide receptor 1 (Homo sapiens), P16066; AID 1671463, 2021; 0% at EC30 ANP, 100% saturating ANP; in the data active = activation above about 40%
rCAG binder: binders of r(CAG) RNA repeats, primary screen, biochemical, fluorescence; AID 651821, 2012; 370,000 compounds, 1.3% hits; inhibition, % at 3 µM; r(CAG) RNA repeat, TO-PRO-1 dye displacement fluorescence;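 active = inhibition above the plate cutoff, the mean of all test compounds on that plate plus 3 SD, cut at about 35% in these data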;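 also: 0% = DMSO alone and 100% = 100 µM mitoxantrone as full dye displacement; higher means more dye released from RNA so lower well fluorescence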
Active calls of the source: *; · = not tested or not shown. Random draw from the library; 4.4% or so of the library scored in one or more.

Every second line gives: ARFGAP1 inhibitor	HTRA1 inhibitor	NR1D1 modulator	PG9 Ab binder	ABHD4 inh	SMARCA2 act	ASAP1 inh	NPR2 activator	GC-A act	rCAG binder
> CC(=O)Nc1ccc(SCC(=O)Nc2ccc3c(c2)OCCO3)cc1
 : -1	4	-7	1.0	2	4	12	-3	0	1
> O=C(CSc1cc(Cl)ccc1Cl)NCCCn1ccnc1
 : -7	4	2	0.0	6	0	17	-1	3	-2
> C=CCn1c(SCC(=C)C)nc2c1c(=O)[nH]c(=O)n2C
 : -9	2	9	-1.5	4	-1	3	4	4	0
> CCOC(=O)Cc1csc(SC(C)C(=O)Nc2ccc(NC(C)=O)cc2)n1 (stereo unspecified)
 : -3	2	7	-1.4	8	1	6	0	4	-3
> O=C(CCc1ccncc1)NC1CCCc2c1cnn2-c1ccc(F)cc1F (stereo unspecified)
 : 0	5	-3	1.3	8	-4	-4	2	7	-5
> CC(=O)Nc1ccc(S(=O)(=O)N2CCC(C(=O)NC3CCCC3)CC2)cc1
 : -10	2	1	-0.6	-5	-1	-9	0	1	0
> CCOc1ccc(N(Cc2cc3ccc(C)cc3[nH]c2=O)S(C)(=O)=O)cc1
 : 8	-4	-1	0.2	-11	-3	9	0	-7	-2
> O=C(COc1cccc2cccnc12)N/N=C1\SCC(=O)N1Cc1ccccc1
 : 1	0	3	-0.4	3	-2	5	-2	-6	-2
> O=C(c1cccc(C(F)(F)F)c1)C1CCCN(C(=O)CCCN2CCCC2=O)C1 (stereo unspecified)
 : 0	4	-8	0.9	-3	-1	4	0	5	-2
> CC(=O)c1cccc(NC(=O)CCCN(C)S(=O)(=O)c2ccc(F)cc2)c1
 : -11	2	-5	-0.6	-4	-3	-12	2	3	-2
> COc1cccc(CNc2nc3cc(-c4ccccc4C)sc3c(=O)n2C)c1
 : -3	·	-1	0.5	-46	-5	-3	-4	1	7
> Cc1cc(C(=O)C(=O)NC(C)C)c(C)n1-c1ccc([N+](=O)[O-])cc1
 : -12	3	-1	-1.2	0	-3	8	-1	0	-2
> Cc1ccccc1NC(=O)CSc1nnc2ccc(-c3ccncc3)nn12
 : 12	-1	-2	1.1	0	0	1	-4	-1	-1
> CC(C)NC(=O)CSc1nc2ccccc2n1CC(=O)N(C(C)C)C(C)C
 : -4	0	·	-1.2	-18	-2	7	·	·	-6
> CC(C)CCN1C(=O)c2ccccc2C1C(=O)NCc1cccnc1 (stereo unspecified)
 : 7	3	1	1.5	3	2	-2	4	1	-1
> Cc1ccc(NC(=S)NCCc2ccc(Cl)cc2)c(C)c1
 : 4	-13	5	-0.4	-10	-3	5	-3	-6	-6
> CSc1nsc(/C=C/Nc2ccc(C(=O)O)cc2)c1C#N
 : 1	-17	3	-3.1	-4	3	-7	-4	-3	46*
> CCN(CC)S(=O)(=O)c1cccc(C(=O)Nc2cc(C)cc(C)c2)c1
 : 7	-21	5	0.9	-11	5	4	1	7	-3
> c1nc(NCc2ccc3c(c2)OCO3)c2cc(-c3ccc4c(c3)OCCO4)ccc2n1
 : 7	-67	0	-0.9	-31	-1	6	3	5	9
> Cn1nnnc1SCc1cc(=O)[nH]c2ccccc12
 : 8	0	-2	-0.5	6	-4	-4	2	0	-1
> CC[n+]1cccc(-c2nc3ccccc3s2)c1
 : -4	0	-1	-0.2	-2	-7	3	-1	6	2
> S=C(NCc1ccc(Cl)cc1Cl)Nc1ccccc1
 : -11	-25	-1	-1.3	-11	-4	9	3	9	1
> CCC(C)C(=O)Nc1nnc(SCC(=O)Nc2ccccc2F)s1 (stereo unspecified)
 : 11	2	0	-0.4	-9	-5	4	-9	0	-1
> Cc1nc(SCC(=O)N(C)C2CCS(=O)(=O)C2)c(C#N)c(C)c1C (stereo unspecified)
 : 4	6	2	-3.5	-2	-5	10	-3	3	4
> O=c1c(Cc2c(F)cccc2Cl)c(O)ccn1C1CC1
 : 14	0	0	1.8	2	2	12	-3	1	0
> CN(C)C(=O)c1ccc(-c2cc3onc(-c4ccccc4)c3c(=O)n2C)cc1
 : -1	-2	-2	-2.8	-2	2	13	-14	3	-7
> C=CC(C)(O)CCC=C(C)C (stereo unspecified)
 : 2	-8	-3	-0.3	-2	0	-8	2	2	-1
> CC(C)(C)OC(=O)N[C@@H](C(=O)OC(C)(C)C)c1ccccc1
 : -3	-2	-2	1.0	-1	-1	11	0	-4	-7
> COc1ccc(C(=O)N2CC3(CC(c4ccc(Cl)cc4)=NO3)C[C@H]2C(=O)NCC(N)=O)cc1 (stereo partly specified)
 : -9	3	-5	0.1	7	0	4	1	2	-1
> O=C(Nc1ccc(SC(F)F)cc1)C1=COCCO1
 : 7	5	0	0.8	3	7	-6	3	7	-4
> CCOCCCNC(=O)/C(C#N)=C/c1cc(C)c(O)c(C)c1
 : 5	-10	-6	-0.2	1	-1	8	2	-4	-3
> Cc1c(OCC(=O)NCc2ccccn2)ccc2c(-c3ccccc3)cc(=O)oc12
 : -2	0	0	1.8	0	0	8	-3	-1	-1
> Cc1ccccc1-c1nc(-c2ccc(NC(=O)c3ccc4c(c3)OCO4)cc2)no1
 : 5	8	4	0.1	1	1	3	-7	3	7
> CSc1nc2nccc(-c3ccc4c(c3)OCO4)n2n1
 : -3	10	-6	-0.3	-2	-1	-10	15	11	-1
> Cc1ccc(NC(=O)Cn2cc3c(n2)CCC(C)C3)cc1 (stereo unspecified)
 : -9	-7	-6	0.3	6	-1	7	1	5	0
> Cc1ccc(C2=NC(C)(C)NC2=O)cc1
 : 6	-2	-2	-0.7	-6	2	1	8	-3	3
> COc1cc(C(=O)OC(C)CN2CCCCC2)cc(OC)c1OC (stereo unspecified)
 : 0	-2	-1	-0.6	5	-1	-12	-1	-2	-8
> CCOC(=O)[C@H]1[C@H]2COc3cc(OC)ccc3[C@@H]2N2C(=O)c3ccc(C)cc3NC(=O)[C@@]12C
 : 7	-22	-5	1.3	0	0	9	2	1	0
> Cc1ccc(C(=O)Oc2ccccc2N2C(=O)C3CCC(C)CC3C2=O)cc1 (stereo unspecified)
 : -3	1	-1	1.6	12	-2	-3	-10	-4	-4
> CC12CCC(O)CC1=CCC1C2CCC2(C)c3[nH]ncc3CC12 (stereo unspecified)
 : -11	-14	-1	-1.5	9	-2	-16	-2	-4	2

Sorted by count of non-hydrogen atoms (highest first): part of the list above.
Every second line gives: ARFGAP1 inhibitor	HTRA1 inhibitor	NR1D1 modulator	PG9 Ab binder	ABHD4 inh	SMARCA2 act	ASAP1 inh	NPR2 activator	GC-A act	rCAG binder
> Cc1nc(SCC(=O)N(C)C2CCS(=O)(=O)C2)c(C#N)c(C)c1C (stereo unspecified)
 : 4	6	2	-3.5	-2	-5	10	-3	3	4
> CCOCCCNC(=O)/C(C#N)=C/c1cc(C)c(O)c(C)c1
 : 5	-10	-6	-0.2	1	-1	8	2	-4	-3
> Cc1ccc(NC(=O)Cn2cc3c(n2)CCC(C)C3)cc1 (stereo unspecified)
 : -9	-7	-6	0.3	6	-1	7	1	5	0

New compounds follow:
Every second line gives: ARFGAP1 inhibitor	HTRA1 inhibitor	NR1D1 modulator	PG9 Ab binder	ABHD4 inh	SMARCA2 act	ASAP1 inh	NPR2 activator	GC-A act	rCAG binder
> CCOC(=O)C(NC(=O)Nc1ccc(Cl)cn1)(Oc1ccccc1)C(F)(F)F (stereo unspecified)
 : -6	-9	0	0.1	4	-1	4	1	-3	-3
> COc1ccc(CN2C(=O)C(CC(=O)NCCc3ccccn3)CC(C(=O)N3CCOCC3)=C2C)cc1 (stereo unspecified)
 : 12	·	-3	1.2	8	-3	3	2	5	1
> CCOC(=O)Cn1nc(C)c(NC(=O)COc2ccccc2)c1C
 : -5	5	3	0.1	-1	1	-13	5	3	1
> COc1ccc(N2CC(C(=O)NNC(=O)c3ccc(Br)cc3)CC2=O)c(OC)c1 (stereo unspecified)
 : 1	5	-7	-0.2	4	-2	-4	2	5	-2
> CCOC(=O)c1nnc(-c2ccccc2)nc1Sc1c(Cl)cccc1Cl
 : 7	1	1	-0.5	3	0	16	0	4	0
> CCOc1ccc(NC(=O)CSc2n[nH]c(N)n2)c([N+](=O)[O-])c1
 : 8	10	3	-0.5	-5	-2	2	-2	1	-1
> O=C(OCc1cccc(Cl)c1)c1cc([N+](=O)[O-])ccc1N1CCOCC1
 : 7	-25	2	0.5	-9	-2	-4	0	4	-2
> Cc1cc(C)c2oc(C(=O)NC3CCS(=O)(=O)C3)cc(=O)c2c1 (stereo unspecified)
 : -3	6	1	0.3	-2	1	-5	-2	1	0
> Cc1ccc(-c2csc(NC(=O)CSC3=NCCS3)n2)cc1
 : 8	-35	6	-1.6	-21	3	0	-3	11	6
> COC(=O)C1=C(C(=O)OC)[C@@H]2N(C)c3ccc(OC)cc3[C@@]23C[C@@H](C(=O)OC)N(S(=O)(=O)c2ccc([N+](=O)[O-])cc2)C3=N1
 : 4	-5	4	1.9	6	2	-1	-1	-2	5
> O=C(Nc1ccccc1C(F)(F)F)N1CCCC(O)C1 (stereo unspecified)
 : 3	-3	-1	-0.2	-7	0	8	16	2	2
> CCOc1ccc(C(=O)Nc2cc(C)c3c(=O)oc4ccccc4c3n2)cc1
 : 0	-9	55*	0.2	1	-2	4	2	20	4
> COC1C/C(=N\O)C2OC(c3ccccc3)OCC2O1 (stereo unspecified)
 : 4	9	-8	0.4	-2	-1	-7	-1	5	1
> Cc1cc(C)cc(NC(=O)NCc2ccccn2)c1
 : 2	-1	1	-0.5	3	0	-7	-1	2	2
> Cc1ccc(CN2CCN(Cc3cn[nH]c3C3CCCCC3)CC2CCO)cc1 (stereo unspecified)
 : 9	-1	-1	-1.0	-3	4	13	-5	-1	-5
> Cc1ccc(NC(=S)N2CCN(S(=O)(=O)c3ccc(C)cc3)CC2)cc1
 : 3	-7	1	-0.3	1	-2	-3	-7	2	-1
> CCOC(=O)c1sc(NC(=O)COc2ccc3c(c2)OCO3)nc1C
 : 3	6	3	0.1	5	-1	2	2	-1	-1
> COc1cc(N2CCCC2)c(OC)cc1/C=C(/C#N)c1ccc(Br)cc1
 : 7	9	8	-0.1	-11	-7	9	0	-4	3
> N#CCC[C@@H]1CC[C@]2(CCCN(Cc3ccc(Br)cc3)C2)O1
 : ·	·	3	·	-8	6	·	-1	-5	2
> Cc1cc(N2CCN(c3ccccc3)CC2)nc(N)n1
 : 3	3	0	-0.6	0	-1	4	-1	0	0
> Cc1ccc(Cl)cc1N1C(=O)CC(Sc2ncccn2)C1=O (stereo unspecified)
 : 4	6	-2	-0.8	-8	1	-5	-6	2	3
